NTR1 agonist – agonists of NTR1, primary screen, imaging, U2OS cells, beta-arrestin-GFP, high content (AID 493036) | activation, % at 20 µM | Neurotensin receptor type 1 (Homo sapiens), P30989 | NTR1-U2OS beta-arrestin-GFP spot imaging, agonist mode | actives 0.17% (n = 330,000);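 active = activation at or above 40% of the spot to cytoplasm intensity ratio, with at least 20 cells analyzed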;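 note: 0% = DMSO without peptide and 100% = 100 nM NTR1 peptide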
Target sequence (P30989 whole entry, looked up): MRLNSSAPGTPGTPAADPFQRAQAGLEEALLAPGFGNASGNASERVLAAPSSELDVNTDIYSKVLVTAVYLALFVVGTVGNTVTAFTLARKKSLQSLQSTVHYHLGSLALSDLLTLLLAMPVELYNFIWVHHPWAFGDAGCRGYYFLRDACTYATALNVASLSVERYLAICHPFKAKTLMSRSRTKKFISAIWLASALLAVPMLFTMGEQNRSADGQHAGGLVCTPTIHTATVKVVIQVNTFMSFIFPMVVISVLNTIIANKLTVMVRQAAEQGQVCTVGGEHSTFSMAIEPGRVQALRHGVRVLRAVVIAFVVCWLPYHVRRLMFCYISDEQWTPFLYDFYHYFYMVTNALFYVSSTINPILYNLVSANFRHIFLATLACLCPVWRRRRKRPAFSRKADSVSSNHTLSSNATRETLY
NTR1 agonist cell count 20 µM – second read-out of NTR1 agonist, no call of its own (marks repeat the call); cell count; measured here: cell count, cytotoxicity flag
* marks the source's active call; other numbers are inactive results. This is a subset. The share of hits here may be higher or lower than overall.

Results follow in this order: NTR1 agonist cell count 20 µM	NTR1 agonist
1	O=C(NCC(c1ccco1)N1CCN(c2ccc(F)cc2)CC1)C1CCCCC1 (stereo unspecified)
    54	0.4
2	COc1ccc(NC(=O)CN(C)C(=O)Cn2c(=O)oc3ccccc32)cc1
    42	3.2
3	COc1ccc(NC(=O)CSCC(=O)Nc2ccccc2N2CCCC2)cc1
    57	0.6
4	O=C(CN1C(=O)NC2(CCCC2)C1=O)NNC(=O)c1ccccc1F
    61	-0.9
5	CCOC(=O)Cc1csc(SCC(=O)Nc2oc(C)c3c(C)n[nH]c(=O)c23)n1
    47	3.6
6	COc1cccc(CN(C)C(=O)c2ccc(OCC(=O)N3CCOCC3)c(OC)c2)c1
    59	-0.6
7	CC(=O)Nc1ccc(NC(=O)CSc2nc3ccccc3c(=O)n2CCCN2CCOCC2)cc1
    61	4.8
8	Cc1ccc(C(=O)OCC(=O)Nc2ccc3[nH]c(=O)[nH]c3c2)o1
    67	-0.9
9	O=C(NCCc1ccccc1)C(=O)NCCC1CCCCN1S(=O)(=O)c1ccccc1 (stereo unspecified)
    66	0.0
10	CCN(C(=O)COC(=O)c1cnccn1)c1cccc2ccccc12
    48	0.5
11	O=C(NCCc1c[nH]c2ccccc12)c1ccc(Br)o1
    64	-0.5
12	O=C(CN1C(=O)CCOc2ccccc21)Nc1cccc(S(=O)(=O)N2CCOCC2)c1
    38	-1.3
13	Cc1cc(C(=O)CSc2nc(N)cc(N)n2)c(C)n1CC1CCCO1 (stereo unspecified)
    54	4.8
14	CCN(C(=O)CSc1ncnc2sccc12)c1c(N)n(Cc2ccccc2)c(=O)[nH]c1=O
    56	0.2
15	CC(NCC(=O)Nc1ccccc1C(=O)NC1CC1)c1cccs1 (stereo unspecified)
    46	2.9
16	O=C(CCC(=O)c1cccs1)NCC(c1ccc(F)cc1)N1CCOCC1 (stereo unspecified)
    62	0.6
17	Cc1sc2ncnc(N3CCC(C(=O)NNC(=O)c4ccc(Cl)cc4)CC3)c2c1C
    62	0.8
18	CC1CCN(C(=O)COC(=O)CSc2ccc(C(N)=O)cc2[N+](=O)[O-])CC1
    59	1.2
19	CCCCN(C(=O)c1cc(S(=O)(=O)N2CCCCCC2)ccc1OC)c1c(N)n(CCC)c(=O)[nH]c1=O
    58	-0.6
20	Cc1ccccc1N1C(=O)c2cc(S(N)(=O)=O)c(Cl)cc2NC1C (stereo unspecified)
    55	4.3
21	CC(=O)Nc1cc(C(=O)CSc2nnc(C3CC3)n2C2CC2)ccc1O
    56	3.2
22	Cn1nnnc1SCC(=O)N1N=C(c2cccs2)CC1c1cccs1 (stereo unspecified)
    61	-0.8
23	CCCN(C(=O)Cc1coc2cc(OC)ccc12)C1CCS(=O)(=O)C1 (stereo unspecified)
    36	-2.7
24	O=C(CN1C(=O)c2ccccc2S1(=O)=O)Nc1ccc(S(=O)(=O)Nc2ncccn2)cc1
    57	-0.7
25	CCCn1c(N)c(N(CCOC)C(=O)c2cccc(S(=O)(=O)N3CCCc4ccccc43)c2)c(=O)[nH]c1=O
    63	1.1
26	C[C@H]1CN=C(N(C)C)N1CCC1CCCCC1
    94	1.3
27	CCC1Nc2ncnc(N3CCOCC3)c2N(Cc2ccccc2)C1=O (stereo unspecified)
    58	0.4
28	CC(OC(=O)c1ccc(-c2ccc(O)cc2)cc1)C(=O)NC1CCCCC1C (stereo unspecified)
    49	2.5
29	CC(C)Cc1nnc(NC(=O)c2ccc3c(c2)NC(=O)C(C)S3)s1 (stereo unspecified)
    47	0.3
30	CC(C(=O)Nc1ccc(S(=O)(=O)N2CCCC2)cc1)N1CCc2ccccc2C1 (stereo unspecified)
    53	-0.7
31	CCN(CC)c1ccc(S(=O)(=O)N2CCOCC2)cc1NC(=O)COC(=O)c1ccco1
    42	-0.8
32	C[C@@H](NC(=O)Cn1cnc2c(NCc3ccccc3)ncnc21)c1cccc2ccccc12
    57	1.5
33	COc1ccc(OC)c(NC(=O)COC(=O)Cn2nnc(-c3ccccc3)n2)c1
    51	-0.2
34	CCN(C(=O)CSc1nc(-c2cccs2)nc2ccccc12)C1CCS(=O)(=O)C1 (stereo unspecified)
    50	0.4
35	CCCSc1ccc([C@@H]2[C@@H]3C(=O)N(C)C(=O)[C@@H]3[C@]3(C(=O)OC)CCCN23)cc1OC
    67	3.4
36	Cc1ccccc1-c1cc(C(=O)NCC2CC2)n(CC2CC(c3cccnc3)=NO2)n1 (stereo unspecified)
    31	-2.3
37	COCCn1c(C)cc(/C=N/NC(=O)c2cc3ccccc3cc2O)c1C
    49	3.1
38	O=C1[C@H]2[C@@H](c3ccc(F)cc3)N3C(=O)N(c4cccc(Br)c4)C(=O)[C@@]3(Cc3ccccc3)[C@H]2C(=O)N1C1CCCCC1
    61	1.4
39	CN(CC(=O)Nc1c(Cl)cccc1Cl)C(=O)CC1OC(=O)c2ccccc21 (stereo unspecified)
    62	2.1
40	CC(C#N)Sc1ccc(S(=O)(=O)N2CCCCC2)cn1 (stereo unspecified)
    60	-0.7
41	CN(CC(=O)Nc1ccccc1C(F)(F)F)C(=O)C1CCN(S(=O)(=O)c2ccc3c(c2)OCCO3)CC1
    77	-0.6
42	O=C1C=C(c2ccc(O)cc2)C[C@@H](c2ccc3c(c2)OCO3)C1
    43	-0.3
43	CCOc1ccc(C(=O)C(C)OC(=O)C2CCN(c3ccc(C(F)(F)F)cn3)CC2)cc1 (stereo unspecified)
    45	2.8
44	O=C1CC[C@H](N2C(=O)c3ccccc3C2=O)C(=O)N1
    50	-1.4
45	O=C1C=C(c2ccc(-c3ccccc3)cc2)C[C@@H](c2ccc3c(c2)OCO3)C1
    50	-0.2
46	Cc1c(Cl)cnc(NC(=O)COC(=O)/C=C/c2ccco2)c1Cl
    71	0.6
47	Cc1ccc(S(=O)(=O)NCc2ccc(C(=O)NC3CCC(O)CC3)cc2)cc1C (stereo unspecified)
    48	2.4
48	CCOc1ccc(CCNC(=O)COC(=O)CSc2ccc(C)cc2)cc1OCC
    66	0.1
49	CC(C)CC1Nc2ncnc(N3CCN(c4ccccc4)CC3)c2N(Cc2ccccc2)C1=O (stereo unspecified)
    109	4.1
50	Cc1cccn2c(=O)nc(SCC(=O)NC3CCCC3)nc12
    62	3.0
51	Cc1ccc(S(=O)(=O)N2CCC(C(=O)OCC(=O)N3CC(C)CC(C)C3)CC2)cc1C (stereo unspecified)
    47	-0.6
52	CC(C)Oc1ccc(S(=O)(=O)N2CCCCC2)cc1NC(=O)CC1OC(=O)c2ccccc21 (stereo unspecified)
    81	0.7
53	CC(NC(=O)CNC(=O)c1sc2ccccc2c1Cl)c1ccc(S(N)(=O)=O)cc1 (stereo unspecified)
    59	-0.2
54	CCOC(=O)[C@H]1[C@H]2COc3ccc(C)cc3[C@@H]2N2C(=O)[C@@H](C)NC(=O)[C@@]12C
    63	1.6
55	CC(CCc1ccccc1)NC(=O)c1ccc(-n2cncn2)c([N+](=O)[O-])c1 (stereo unspecified)
    62	1.4
56	COc1cccc(NC(=O)CN(C)C(=O)c2cc(S(=O)(=O)N3CCCCCC3)ccc2OC)c1
    61	-0.4
57	COc1ccc(C(=O)N2CCN(c3ccccc3Cl)CC2)cc1S(=O)(=O)NC1CC1
    36	0.3
58	O=C(OCC(=O)N1CCN(S(=O)(=O)c2ccc(Cl)cc2)CC1)c1cc(Br)ccc1O
    62	1.2
59	CCOc1ccc(-c2nnc(SCC(=O)NC3CC3)o2)cc1
    57	1.0
60	CCOC(=O)C(=O)NCC(c1cccs1)S(=O)(=O)c1ccc(C)cc1 (stereo unspecified)
    63	0.8

Two neighbouring records out of the list so far, for reference:
Results follow in this order: NTR1 agonist cell count 20 µM	NTR1 agonist
52	CC(C)Oc1ccc(S(=O)(=O)N2CCCCC2)cc1NC(=O)CC1OC(=O)c2ccccc21 (stereo unspecified)
    81	0.7
53	CC(NC(=O)CNC(=O)c1sc2ccccc2c1Cl)c1ccc(S(N)(=O)=O)cc1 (stereo unspecified)
    59	-0.2

The list continues:
Results follow in this order: NTR1 agonist cell count 20 µM	NTR1 agonist
61	NC(=O)CSc1ccc(S(=O)(=O)N2CCCCC2)cn1
    61	1.2
62	CC(C)N(Cc1ccccc1)C(=O)COC(=O)c1ccc2ncsc2c1
    52	0.6
63	CN1CCC(N(C)C(=O)c2cc(S(=O)(=O)N(C)c3ccccc3)ccc2Cl)CC1
    48	2.1
64	Cc1cccc(NC(=O)CSc2nc(=O)n(CCCN3CCOCC3)c3c2CCCC3)c1
    58	1.3
65	CN(CC(=O)Nc1ccc(Cl)c(C(F)(F)F)c1)C(=O)CCCNC(=O)c1ccc(Cl)cc1
    78	-0.9
66	Cc1c(Cl)cccc1NC(=S)Nc1ccc(S(=O)(=O)Nc2ncccn2)cc1
    59	-1.6
67	CC(C)C[C@H](NC(=O)c1nc[nH]c1C(=O)N1CCNCC1)C(=O)OC(C)(C)C
    54	0.2
68	Cc1nc(SCc2nc3ccccc3[nH]2)c2oc3ccc(Br)cc3c2n1
    44	0.8
69	CCOC(=O)N1CCN(S(=O)(=O)CCNC(=O)c2ccccc2)CC1
    59	0.2
70	O=C(CCC(=O)Nc1ccccc1Cl)NNC(=O)C1CCCCC1
    54	1.4
71	O=C(COC(=O)c1cccc(F)c1)Nc1ccc2c(c1)OCCO2
    42	8.9
72	NC(=O)c1cc([N+](=O)[O-])ccc1NCc1cccc2ccccc12
    92	8.5
73	COc1ccc(CCNC(=O)c2cc(C3CC3)nc3c2cnn3C(C)C)cc1OC
    59	-1.5
74	Cc1cc(NC(=O)CSc2nc(=O)n(CCN(C)C)c3c2CCCC3)no1
    50	1.4
75	O=C(CCN1C(=O)C2CCCCC2C1=O)N1CCN(S(=O)(=O)c2cccc(F)c2)CC1 (stereo unspecified)
    64	0.9
76	C[C@H](CO)N1C[C@H](C)[C@H](CN(C)S(=O)(=O)c2cccs2)Oc2ccc(NC(=O)Nc3ccc4c(c3)OCO4)cc2CC1=O
    82	0.0
77	N#Cc1ccccc1OCC(=O)Nc1ccc(S(=O)(=O)N2CCOCC2)cc1
    51	2.3
78	O=C(COC(=O)C1CCN(c2ccc(C(F)(F)F)cn2)CC1)Nc1ccc(Cl)cc1
    61	1.0
79	CCN(C[C@H]1N[C@@](CC)(C(=O)OC)[C@H]2C(=O)N(Cc3ccccc3)C(=O)[C@@H]12)S(=O)(=O)c1ccc(-c2ccccc2)cc1
    56	-2.5
80	COc1ccc(C(=O)Nc2ccc(Nc3ccccc3)cc2)cc1Br
    45	8.2
81	Cc1cccc(-n2ncc3c(=O)[nH]c(SCC(=O)Nc4cc(C)on4)nc32)c1
    40	-0.5
82	O=S(=O)(c1ccc(SCCOc2ccccc2)nc1)N1CCCC1
    94	4.2
83	Cc1cn2c(=O)c(C(=O)N3CCN(c4ccccc4)CC3)cnc2s1
    55	0.6
84	Cc1cnc(C(=O)OCC(=O)N(Cc2ccccc2)C(C)(C)C)cn1
    54	-2.5
85	O=C(CC1C[C@H](C(=O)N2CCCCC2)[C@@]2(CCc3ccccc3)c3[nH]c4ccccc4c3CCN2C1=O)NCc1cccc(C(F)(F)F)c1 (stereo partly specified)
    53	2.1
86	Cc1nc2nc(N)nc(OCc3ccccc3)c2nc1C
    36	-0.9
87	COc1cc(CCCN2CCNC[C@@H]2Cc2ccccc2)cc(OC)c1OC
    55	1.2
88	CCN(CC)CCn1c2c(c(SCC(=O)Nc3ccccc3Cl)nc1=O)CCC2
    60	0.5
89	C#CCOCCOCCOCCNc1nc(N2CCOCC2)nc(N2CCN(C(=O)[C@H](CO)n3cc([C@@H](N)C(C)C)nn3)CC2)n1
    63	0.8
90	N#C/C(N=Nc1ccccc1O)=N\Nc1ccccc1O
    71	3.0
91	O=C(C[C@H]1C/C=C\CCCCC(=O)OC[C@H]2CCCN2C1=O)N[C@H](CO)Cc1ccccc1
    68	3.2
92	CC1Cc2ccccc2N1C(=O)c1cc2cccnc2n(C)c1=O (stereo unspecified)
    65	-0.3
93	COc1ccc(NC(=O)CN(C)C(=O)Cc2ccc(-c3ccccc3)cc2)cc1
    65	-0.5
94	COC(=O)c1ccc(CNC(=O)c2ccc(OCC(=O)N3CCOCC3)c(OC)c2)cc1
    66	0.8
95	CN(C)C1=NC[C@H](Cc2ccccc2)N1CCc1cccc(F)c1
    93	-0.6
96	O=C(NC1CCCCCC1)c1cccc(S(=O)(=O)N2CCOCC2)c1
    55	1.2
97	CCCCC[C@@H]1C=C(C(=O)O)[C@H](c2ccc(CC)cc2)N1S(=O)(=O)c1ccc(C)cc1
    52	5.2
98	Cc1ccc(C#N)c(SCc2cccc(Br)c2)n1
    36	-0.8
99	O=C(COC(=O)CC1SC(N2CCCC2)=NC1=O)Nc1ccc(Br)cc1 (stereo unspecified)
    51	1.7
100	CCCCCCCC(=O)OCC(COC(=O)CCCCCCC)OC(=O)CCCCCCC
    56	-0.3
101	CC1(C)C(=O)Nc2ccccc2N1C(=O)COC(=O)c1cc(S(C)(=O)=O)ccc1Cl
    70	0.1
102	COc1ccccc1NS(=O)(=O)c1cccc(C(=O)N2CCCCCCC2)c1
    45	-1.0
103	NS(=O)(=O)c1cc(C(=O)OCC(=O)Nc2ccc3[nH]c(=O)[nH]c3c2)ccc1Cl
    63	-1.6
104	CS(=O)(=O)c1cccc(C(=O)Nc2nnc(C3=COCCO3)o2)c1
    68	-0.2
105	Cn1nc(C(=O)NC2CCC(O)CC2)c2ccccc2c1=O (stereo unspecified)
    52	-0.3
106	O=C(C[C@H]1C/C=C\CCC(=O)OC[C@H]2CCCN2C1=O)NCCO
    49	4.3
107	O=C(CCNS(=O)(=O)c1ccccc1C(F)(F)F)N1CCN(S(=O)(=O)c2cccc(F)c2)CC1
    83	-1.1

Single records (already shown). Screens in order: NTR1 agonist cell count 20 µM	NTR1 agonist
Cn1nc(C(=O)NC2CCC(O)CC2)c2ccccc2c1=O (stereo unspecified) is listed with 52	-0.3
CN(C)C1=NC[C@H](Cc2ccccc2)N1CCc1cccc(F)c1 is listed with 93	-0.6
CC1Cc2ccccc2N1C(=O)c1cc2cccnc2n(C)c1=O (stereo unspecified) is listed with 65	-0.3
Cc1ccc(C#N)c(SCc2cccc(Br)c2)n1 is listed with 36	-0.8

Screening data: PubChem BioAssay, Sanford-Burnham Center for Chemical Genomics
